High-throughput results (PubChem)
PLC-gamma1 inh: blocks human PLC-gamma1 enzyme activity | inhibition, % at 12.2 µM | 370,000 compounds, 0.84% hits | P19174 | AID 720700 | purified PLC-gamma1, fluorogenic substrate, fluorescence; in the data active means inhibition above about 9.5%
Tn7 DDE FP: inhibitors of Tn7 peptide binding to human fibrin DD(E); FP displacement of FITC-Tn7 peptide from fibrin DD(E); 0% = median of compound wells per plate; inhibition, % at 8.3 µM; 370,000 compounds, 0.13% hits; AID 720508;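 active means inhibition above the mean of compounds falling within the control limits plus 3 SD of them, cut at about 14% in these data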;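 further: 0% = plate median of compound wells and 100% = 10 µM Aha-Tn7 peptide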
Target sequence (P02675 whole entry, looked up): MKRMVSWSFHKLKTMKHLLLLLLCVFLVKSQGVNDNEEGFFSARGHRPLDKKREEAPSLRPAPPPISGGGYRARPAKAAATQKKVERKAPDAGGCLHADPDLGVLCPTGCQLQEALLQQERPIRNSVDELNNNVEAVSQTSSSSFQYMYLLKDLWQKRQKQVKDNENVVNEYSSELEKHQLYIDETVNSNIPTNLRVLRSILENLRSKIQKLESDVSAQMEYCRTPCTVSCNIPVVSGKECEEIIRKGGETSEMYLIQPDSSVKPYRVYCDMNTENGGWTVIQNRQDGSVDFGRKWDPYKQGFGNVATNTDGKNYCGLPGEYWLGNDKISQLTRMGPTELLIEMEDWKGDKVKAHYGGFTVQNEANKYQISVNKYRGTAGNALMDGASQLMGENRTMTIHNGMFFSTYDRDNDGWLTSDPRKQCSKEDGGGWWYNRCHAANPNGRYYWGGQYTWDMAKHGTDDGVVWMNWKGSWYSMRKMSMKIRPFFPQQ
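System: human fibrin DD(E); quantity: Fibrin-DD(E) at 2 µM final; also added: fluorescent Tn7 probe at 0.1 µM; compound dosing: single nominal test concentration of 8.3 µM per compound; schedule: 10 min preincubation, 3 h with tracer, room temperature; detection: fluorescence polarization of the labelled Tn7 tracer; repeats: one replicate per compound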
ADAM10 inh: inhibitors of human ADAM10. 370,000 compounds, 0.62% hits. recombinant ADAM10, EDANS/DABCYL FRET peptide cleavage, 3 h. O14672. inhibition, % at 7 µM;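 active means inhibition above a per-campaign cutoff equal to the mean of compounds falling between control-based bounds plus 3 SD, cut at about 20% in these data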;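 further: 0% = DMSO wells while the 100% control is not disclosed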
proKLK7 act: activates the human kallikrein-7 zymogen. P49862. purified proKLK7, EDANS-DABCYL substrate fluorescence; 100% is mature enzyme control, 0% vehicle. activation, % at 7 µM. 370,000 compounds, 0.9% hits. AID 652039;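 active means activation above the mean of all tested compounds plus 3 SD, computed per campaign excluding outliers beyond control limits, cut at about 13% in these data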
Target sequence (P49862 whole entry, looked up): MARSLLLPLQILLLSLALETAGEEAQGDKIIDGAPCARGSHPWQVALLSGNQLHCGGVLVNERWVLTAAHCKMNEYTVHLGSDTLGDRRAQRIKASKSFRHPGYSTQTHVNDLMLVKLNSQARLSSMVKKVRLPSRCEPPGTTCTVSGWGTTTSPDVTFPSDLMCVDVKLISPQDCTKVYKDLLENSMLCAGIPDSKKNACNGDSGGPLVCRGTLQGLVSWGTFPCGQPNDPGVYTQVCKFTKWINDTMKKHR
DDE Tn6 FP inh: disrupts Tn6 cyclic peptide binding to fibrin D-Dimer-E complex; P02675; Fibrin DD(E) TRITC-Tn6 fluorescence polarization displacement; inhibition, % at 8.3 µM; 370,000 compounds, 0.21% hits; AID 720509;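 active means inhibition above a per-campaign cutoff: mean of compounds within control limits plus 3 SD, cut at about 15% in these data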;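 further: 0% = median of all compound wells on the plate and 100% = blocking peptide control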
LEDGF integ inh: blocks HIV-1 LEDGF/p75-dependent DNA integration; TR-FRET IN-LEDGF/p75 DNA integration, Eu/Cy5; inhibition, % at 3.7 µM; 370,000 compounds, 0.64% hits; AID 743269;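 active means inhibition above the screen-wide mean plus 3 SD, cut at about 13% in these data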;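 further: signal is the Cy5 over europium emission ratio at 671 and 618 nm; 0% = plate median of compound wells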
TDP2 inh: blocks human TDP2 phosphodiesterase activity; recombinant TDP2, T5PNP hydrolysis, p-nitrophenol absorbance 415 nm; inhibition, % at 12.8 µM; 370,000 compounds, 0.34% hits;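 active means inhibition above the mean of all tested compounds plus 3 SD, set per campaign, cut at about 25% in these data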;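 further: 0% = DMSO with enzyme and 100% = buffer with substrate but no TDP2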
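Material: recombinant human TDP2; quantity: TDP2 enzyme at 120 nM final; medium: Tris-HCl pH 7.5 with MgCl2; compound: single concentration, 12.8 µM nominal, with 1% DMSO; incubation: 2 h enzyme incubation at 37 °C; signal: epi absorbance; measure: percent inhibition; benchmarks: high control without enzyme, low control DMSO plus TDP2; repeats: singlicate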
ARFGAP1 inh: inhibitors of rat ARFGAP1. Q62848. Arfgap1-stimulated ARF1 GTP hydrolysis, GDP FP detection. inhibition, % at 16.5 µM. 360,000 compounds, 0.26% hits;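 active means inhibition above a per-plate limit, mean inhibition of low control wells plus 3 SD, cut at about 25% in these data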;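 further: 0% = DMSO wells with enzyme and 100% = wells lacking Arfgap1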
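Material: truncated rat Arfgap1 GAP domain; Incubation: compound-enzyme preincubation 20 min, reaction 120 min, detection 60 min, 25 °C; Read-out: percent inhibition of Arfgap1-stimulated GTP hydrolysis; Technique: FP, GDP Alexa 633 tracer displaced from anti-GDP antibody, 620/688 nm; Controls: No-Arfgap1 wells (100%) versus DMSO full-reaction wells (0%); Replication: single well per compound.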
ASAP1 inh: inhibitors of human ASAP1 ArfGAP activity. ASAP1-stimulated ARF1 GTP hydrolysis, GDP FP detection. inhibition, % at 16.5 µM. 360,000 compounds, 0.19% hits. AID 624377; in the data active means inhibition above about 25%;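 further: 0% = vehicle with enzyme and substrate and 100% = no enzyme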
ADAM17 inh: inhibits human ADAM17; P78536; recombinant ADAM17, EDANS/DABCYL FRET peptide cleavage; inhibition, % at 6.95 µM; 370,000 compounds, 0.83% hits;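 active means inhibition above the mean of compounds lying between control limits plus 3 SD, set per campaign, cut at about 8.5% in these data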;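 further: 0% = DMSO-only wells as the low control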
Numbers without * were called inactive.

A first look, 9 compounds:
1	CCN1CCN(CCCNC(=O)c2ccc(/C=C3/Sc4ccccc4N(Cc4ccccc4F)C3=O)cc2)CC1
2	COc1ccc2[nH]c(=O)c(CN(C(=O)COc3ccccc3)C(C)C)cc2c1
3	CC(N=C1NS(=O)(=O)c2ccccc21)C(=O)OCC(=O)N(C)C1CCS(=O)(=O)C1 (centres undefined)
4	COc1cccc(NS(=O)(=O)c2ccc3c(c2)N(C(C)=O)CCO3)c1
5	NS(=O)(=O)c1cccc(NC(=O)COC(=O)C2(c3cccc(F)c3)CCCC2)c1
6	CCCc1cc(CNC(=O)C2CCC(=O)N(CCc3cccc(F)c3)C2)on1 (centres undefined)
7	CCC(=O)Nc1ccc(C(=O)OCC(=O)c2cccs2)cc1
8	CCCCCCC(O)(CCN1CCCCC1)c1ccccc1 (centres undefined)

assay / compound | 1 | 2 | 3 | 4 | 5 | 6 | 7 | 8
PLC-gamma1 inh | -254 | -2 | 1 | 1 | 2 | 5 | 0 | 3
Tn7 DDE FP | 3 | -1 | -5 | 0 | 8 | 0 | 0 | -2
ADAM10 inh | -2 | -44 | -3 | -3 | 19 | 7 | 1 | 9
proKLK7 act | -10 | -0.5 | 0.6 | -0.4 | 0.4 | 0.4 | -0.5 | -0.4
DDE Tn6 FP inh | 4 | 3 | 10 | 3 | 0 | -6 | 1 | 3
LEDGF integ inh | -2 | -1 | 1 | -4 | 4 | 2 | -1 | 3
TDP2 inh | -6 | -8 | 2 | 16 | 2 | -19 | 16 | -4
ARFGAP1 inh | -7 | 0 | -6 | 3 | 13 | -6 | -1 | -2
ASAP1 inh | -16 | 13 | 6 | 13 | 0 | -11 | 4 | -3
ADAM17 inh | -4 | -11 | -2 | -6 | 6 | -3 | -3 | -1

9	CCN(CC(=O)NCc1cccs1)S(=O)(=O)c1ccc(F)cc1

assay / compound | 9
PLC-gamma1 inh | -2
Tn7 DDE FP | -1
ADAM10 inh | -6
proKLK7 act | 0.0
DDE Tn6 FP inh | -12
LEDGF integ inh | 3
TDP2 inh | 3
ARFGAP1 inh | -9
ASAP1 inh | 3
ADAM17 inh | 0

Main list (from the top)
1	CCN1CCN(CCCNC(=O)c2ccc(/C=C3/Sc4ccccc4N(Cc4ccccc4F)C3=O)cc2)CC1
2	COc1ccc2[nH]c(=O)c(CN(C(=O)COc3ccccc3)C(C)C)cc2c1
3	CC(N=C1NS(=O)(=O)c2ccccc21)C(=O)OCC(=O)N(C)C1CCS(=O)(=O)C1 (centres undefined)
4	COc1cccc(NS(=O)(=O)c2ccc3c(c2)N(C(C)=O)CCO3)c1
5	NS(=O)(=O)c1cccc(NC(=O)COC(=O)C2(c3cccc(F)c3)CCCC2)c1
6	CCCc1cc(CNC(=O)C2CCC(=O)N(CCc3cccc(F)c3)C2)on1 (centres undefined)

assay / compound | 1 | 2 | 3 | 4 | 5 | 6
PLC-gamma1 inh | -254 | -2 | 1 | 1 | 2 | 5
Tn7 DDE FP | 3 | -1 | -5 | 0 | 8 | 0
ADAM10 inh | -2 | -44 | -3 | -3 | 19 | 7
proKLK7 act | -10 | -0.5 | 0.6 | -0.4 | 0.4 | 0.4
DDE Tn6 FP inh | 4 | 3 | 10 | 3 | 0 | -6
LEDGF integ inh | -2 | -1 | 1 | -4 | 4 | 2
TDP2 inh | -6 | -8 | 2 | 16 | 2 | -19
ARFGAP1 inh | -7 | 0 | -6 | 3 | 13 | -6
ASAP1 inh | -16 | 13 | 6 | 13 | 0 | -11
ADAM17 inh | -4 | -11 | -2 | -6 | 6 | -3

7	CCC(=O)Nc1ccc(C(=O)OCC(=O)c2cccs2)cc1
8	CCCCCCC(O)(CCN1CCCCC1)c1ccccc1 (centres undefined)
9	CCN(CC(=O)NCc1cccs1)S(=O)(=O)c1ccc(F)cc1
10	COc1cc2cnc(C3=CCCCC3)cc2cc1OC
11	O=CC1=C(N2CCOCC2)/C(=C/c2ccc(Cl)cc2)CC1
12	CCc1sc(C(=O)NC2CCN(C)CC2)cc1Br

assay / compound | 7 | 8 | 9 | 10 | 11 | 12
PLC-gamma1 inh | 0 | 3 | -2 | -63 | -9 | 4
Tn7 DDE FP | 0 | -2 | -1 | -5 | -11 | 1
ADAM10 inh | 1 | 9 | -6 | -103 | -5 | 6
proKLK7 act | -0.5 | -0.4 | 0.0 | 5.0 | 0.8 | 0.5
DDE Tn6 FP inh | 1 | 3 | -12 | -15 | -4 | -6
LEDGF integ inh | -1 | 3 | 3 | 2 | -4 | -1
TDP2 inh | 16 | -4 | 3 | -5 | 2 | 0
ARFGAP1 inh | -1 | -2 | -9 | 3 | -4 | -9
ASAP1 inh | 4 | -3 | 3 | 1 | -3 | -7
ADAM17 inh | -3 | -1 | 0 | -23 | -6 | -3

Complete entries from above.
COc1cc2cnc(C3=CCCCC3)cc2cc1OC reads PLC-gamma1 inh = -63; Tn7 DDE FP = -5; ADAM10 inh = -103; proKLK7 act = 5.0; DDE Tn6 FP inh = -15; LEDGF integ inh = 2; TDP2 inh = -5; ARFGAP1 inh = 3; ASAP1 inh = 1; ADAM17 inh = -23
NS(=O)(=O)c1cccc(NC(=O)COC(=O)C2(c3cccc(F)c3)CCCC2)c1 reads PLC-gamma1 inh = 2; Tn7 DDE FP = 8; ADAM10 inh = 19; proKLK7 act = 0.4; DDE Tn6 FP inh = 0; LEDGF integ inh = 4; TDP2 inh = 2; ARFGAP1 inh = 13; ASAP1 inh = 0; ADAM17 inh = 6

Later entries.
13	Cc1cccc(NC(=O)c2ccc(-n3ccnc3)nc2)c1
14	CCc1cc2c3c(c1)C1(C(=O)N3C(C)(C)CC2C)C(C#N)=C(N)N2C(=C1C#N)Nc1ccccc12 (centres undefined)
15	CC(=O)c1nn(-c2ccc(Cl)cc2)cc1C(=O)c1ccccc1
16	O=C1CC(c2ccc(F)cc2)CC(O)=C1C=NCCN1CCN(C(=O)Nc2ccccc2)CC1 (centres undefined)
17	O=C(Nc1ccc(N2CCOCC2)cc1)c1c(F)cccc1Cl
18	COc1cccc(-c2ccc(SCC(=O)N3CCOCC3)nn2)c1
19	CC(=O)c1cn(CC(=O)Nc2c(C)cccc2C)c2ccccc12
20	COc1ccc(-c2nc3c4ccccc4ccn3c2CN2CCCCC2)cc1

assay / compound | 13 | 14 | 15 | 16 | 17 | 18 | 19 | 20
PLC-gamma1 inh | -1 | -34 | 1 | -1 | 0 | 2 | 3 | -3
Tn7 DDE FP | 12 | -9 | -4 | 3 | -2 | -5 | 1 | 0
ADAM10 inh | 5 | -12 | 3 | 1 | 5 | 4 | 3 | -13
proKLK7 act | -1.0 | -2.1 | 0.1 | 0.0 | 0.5 | -0.1 | 0.4 | 0.0
DDE Tn6 FP inh | -6 | -2 | 7 | 0 | 3 | 8 | 4 | 6
LEDGF integ inh | 1 | -2 | 0 | 1 | 1 | 5 | 0 | -4
TDP2 inh | 2 | 1 | 4 | -4 | 2 | -7 | 5 | 4
ARFGAP1 inh | 0 | 8 | 1 | -2 | 1 | 1 | -10 | 1
ASAP1 inh | 5 | 5 | -1 | -10 | 10 | -5 | 1 | 2
ADAM17 inh | 1 | 5 | -3 | 0 | -2 | -2 | -2 | -5
